# Kir21 inh: inhibitors of mouse Kir2.1 inward-rectifier potassium channel; P35561; HEK293-Kir2.1, FluxOR thallium flux fluorescence; active compounds read low; B-score at 10 µM; 310,000 compounds, 0.85% hits;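 active means fluorescence ratio B-score at or below minus 3 SD of library scores, with starting-brightness B-score within 2 SD, cut at about -4.2 in these data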;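 further: channel flux triggered by added potassium and thallium sulfate stimulus; B-score of peak minus minimum fluorescence over baseline after thallium stimulus; more negative B-score means stronger Kir2.1 block with less thallium influx; some compounds called inactive have numbers as strong as hits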
# Target sequence (P35561 whole entry, looked up): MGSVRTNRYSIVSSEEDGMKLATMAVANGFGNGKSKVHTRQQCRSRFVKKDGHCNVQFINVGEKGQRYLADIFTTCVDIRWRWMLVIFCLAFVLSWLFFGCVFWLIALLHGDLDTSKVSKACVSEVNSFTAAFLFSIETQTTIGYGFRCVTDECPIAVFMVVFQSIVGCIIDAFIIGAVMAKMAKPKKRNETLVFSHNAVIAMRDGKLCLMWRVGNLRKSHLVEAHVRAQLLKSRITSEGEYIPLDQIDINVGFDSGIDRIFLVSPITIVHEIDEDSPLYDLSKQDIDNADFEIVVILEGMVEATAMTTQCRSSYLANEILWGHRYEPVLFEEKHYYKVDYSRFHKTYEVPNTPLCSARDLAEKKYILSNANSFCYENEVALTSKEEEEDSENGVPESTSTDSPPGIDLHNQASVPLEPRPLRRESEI
# STK33 kinase inh: inhibitors of human STK33 kinase; purified STK33, MBP phosphorylation, ADP-Glo luminescence; inhibition, % at 10 µM; 320,000 compounds, 0.073% hits; AID 2661;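 active means inhibition at or above 25%, using the most active replicate where run in duplicate; inactive means inhibition below 25%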
# Target sequence (Q9BYT3 whole entry, looked up): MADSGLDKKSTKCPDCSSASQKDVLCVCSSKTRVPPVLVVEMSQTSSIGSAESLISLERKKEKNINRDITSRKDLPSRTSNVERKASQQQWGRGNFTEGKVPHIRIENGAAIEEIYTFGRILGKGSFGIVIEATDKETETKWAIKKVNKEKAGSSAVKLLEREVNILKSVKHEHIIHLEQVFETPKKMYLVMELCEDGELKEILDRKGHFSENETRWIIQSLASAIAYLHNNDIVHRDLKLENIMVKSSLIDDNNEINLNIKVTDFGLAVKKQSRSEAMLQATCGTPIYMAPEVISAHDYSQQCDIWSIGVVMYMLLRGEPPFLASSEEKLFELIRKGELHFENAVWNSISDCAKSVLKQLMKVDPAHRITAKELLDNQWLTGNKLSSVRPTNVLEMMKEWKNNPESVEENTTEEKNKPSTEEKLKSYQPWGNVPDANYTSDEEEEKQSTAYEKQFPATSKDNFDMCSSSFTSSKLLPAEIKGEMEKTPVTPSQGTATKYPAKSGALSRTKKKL
# KCNQ2 inh: KCNQ2 channel blockers in CHO-K1 cells – cell-based, FluxOR thallium flux, B-score, primary screen (AID 2156) | O88943 | 20 min; active compounds read low | B-score at 10 µM | 310,000 compounds, 1.1% hits;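 active means fluorescence ratio B-score at most minus 3 library SDs, with starting brightness B-score within 2 library SDs, cut at about -5.5 in these data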
# An asterisk follows results filed as active; i = inactive; / = not tested or not shown; & = joins results of further samples.
SMILES,Kir21 inh,STK33 kinase inh,KCNQ2 inh
CC(=O)c1ccc([N+](=O)[O-])c(CS(=O)(=O)c2ccc(Cl)cc2)c1,0,-1.9,i
COC(=O)c1ccccc1NC(=S)NC(=O)c1ccccc1C,0.55,-0.1,i
Cc1ccnc(SCCn2c(N(C)Cc3ccccc3)nc3c2c(=O)n(C)c(=O)n3C)n1,0.07,-2.1,i
CC1(C)CNC(=O)c2sc(N3CCOCC3)nc2C1,0.02,2.8,i
COC(=O)C1=C(C(=O)OC)SC(=C2C(=S)C(C)(C)N(C(=O)C(C)C)c3ccccc32)S1,0.58,-1.1,i
Cc1cc2c(c(SCC(=O)NCc3ccc(Cl)cc3)n1)C(=O)OC2,0.25,1.5,i
CCN(c1ccccc1)S(=O)(=O)c1ccc(NC(=S)NC(=O)c2ccc(Br)o2)cc1,-0.54,1.4,i
CC(NC(=O)CSc1n[nH]c(=O)[nH]c1=O)C1CC2CCC1C2 (stereo not given),-2.04,-1.3,i
O=C(CNC(=O)c1ccccc1F)NCCc1ccc(Cl)cc1Cl,1.43,-0.4,i
COC(=O)C(=CC(=CN(C)C)C=C(C(=O)OC)C(=O)OC)C(=O)OC,-1.28,-0.2,i
O=C(NC(=S)NCC1CCCO1)c1ccco1 (stereo not given),1.12,-0.1,i
C=CCOc1ccc2ccccc2c1CNn1c(C)n[nH]c1=S,-1.17,0.4,i
CCCN1C(=O)CN(C2CCCCCC2)C(=O)C1c1ccc(C)cc1 (stereo not given),0.04,-1.6,i
COc1ccc(NC(=S)NNc2ccc(C(=O)O)cc2)cc1,-2.07,0.8,i
CCOC(=O)c1cccc(NC(=O)N2CCOCC2)c1,-0.03,-1.8,i
Cc1cccc(N2CCN(C(=O)c3ccc(N4CCCC4=O)cc3)CC2C)c1 (stereo not given),2.34,0.2,i
O=C(CSc1nc(O)c(Cc2ccccc2)c(=O)[nH]1)Nc1ccccc1,0.1,-0.1,i
CN(C)c1cccc(NC(=O)c2ccco2)c1,0.29,0.7,i
Cc1nnc(NC(=O)c2cccc(NC(=O)C(C)C)c2)s1,-0.14,-1.9,i
CCCCn1c(N)c(N(CCC(C)C)C(=O)CCN2C(=O)C3CC=CCC3C2=O)c(=O)[nH]c1=O (stereo not given),1.54,-0.8,i
CCOC(=O)C1CCN(c2c(NCCCN(C)C3CCCCC3)c(=O)c2=O)CC1,0.9,-0.3,i
Cc1noc(NS(=O)(=O)c2ccc(NC(=O)Nc3ccc(Cl)c(Cl)c3)cc2)c1C,-0.08,0.3,i
O=C(NCc1ccc(F)cc1)C(=O)NCC1OCCN1C(=O)c1ccc(Cl)cc1 (stereo not given),-0.88,0.5,i
COc1ccc(C(=O)N/C(=C/c2cccs2)C(=O)NC(C)(C)C)cc1OC,0.34,-0.3,i
COc1cccc(-c2noc(N)c2C#N)c1,-0.01,2.5,i
# Other entries follow:
SMILES,Kir21 inh,STK33 kinase inh,KCNQ2 inh
COc1ccccc1NC(=O)c1c(N=Cc2cccc([N+](=O)[O-])c2)cnn1C,-0.59,-1.7,i
CCOc1ccc(C(O)c2nccn2C)cc1 (stereo not given),0.33,0.0,i
COc1cc(O)c(C(C)=O)c(CC(=O)O)c1,0.03,-1.3,i
Cc1cccc(CCNC(=O)CCc2nc(-c3ccccc3F)no2)c1,-1.28,-0.3,i
CSc1nnc(Cn2c(=O)sc3ccccc32)n1CCc1ccccc1,-0.26,0.3,i
CC1CCN(CCC(=O)Nc2ccc(Cl)cc2)CC1,-2.3,-0.8,i
Cc1cccc(-n2cc(CN3CCCN(C=O)CC3)c(-c3cccc(F)c3)n2)c1,-0.01,-1.1,i
CCn1c(=O)cc(SCC(=O)Nc2ccc3c(c2)OCO3)c2ccccc21,-0.76,-0.3,i
Cc1ccc(Nc2nc(Cl)nc(NC3CCCCC3)n2)cc1,0.68,-1.7,i
Cc1c(C(=O)Nc2ccc(S(=O)(=O)Nc3ncccn3)cc2)oc2ccc(Cl)cc12,0.02,0.4,i
COC(=O)Cc1[nH]c(Cl)nc1C(N)=O,-1.13,-0.4,i
Nc1ccc2nn(-c3cc([N+](=O)[O-])ccc3O)nc2c1,1.22,0.5,i
O=C(Nc1nnc(SCc2cccc3ccccc23)s1)C1COc2ccccc2O1 (stereo not given),0.9,-1.7,i
CC(=O)c1cccc(NC(=O)N2CC(C)OC(C)C2)c1 (stereo not given),2.01,-1.3,i
CNCC[C@H](Oc1cccc2ccccc12)c1cccs1,-9.06*,-1.7&-0.2,i
CN(C)CCCN(Cc1ccc2c(c1)OCO2)C(=O)NC1CCCCC1,-1.66,-0.4,i
NC(=O)NOCc1c(F)cccc1Cl,1.06,1.7,i
CCCC(=O)NC(c1ccccc1Cl)c1c(O)ccc2ccccc12 (stereo not given),-0.6,-0.1,i
CN(C)C(=O)c1ccc(Nc2nc(-c3cccs3)nc3ccccc23)cc1,-0.26,1.8,i
CCN(CC)CCOC(=O)c1ccc(NC(=O)CNC(=O)C2CCCCC2)cc1,-0.06,-0.5,i
N#Cc1c(SCC(=O)O)nc(-c2ccccc2)c2c1CCCC2,0.63,3.1,i
CSc1ccccc1C(=O)NCCOc1ccccc1C,1.79,/,i
O=C(OCc1ccc([N+](=O)[O-])cc1)C1CC(=O)N(CCc2ccccc2)C1 (stereo not given),0.72,1.7,i
CNC(=O)CSc1nc2sccc2c(=O)n1-c1ccccc1,0.78,-1.1,i
Cc1ccccc1CN(CC(=O)Nc1cccc([N+](=O)[O-])c1)S(=O)(=O)c1ccc(Cl)cc1,-0.01,-1.7,-6.64*
# Next part:
SMILES,Kir21 inh,STK33 kinase inh,KCNQ2 inh
CCCn1c(=O)c2sccc2n2c(CCCC(=O)NCc3cccnc3)nnc12,-0.4,1.2,i
Cc1ccc(NC(=S)N2CCN(C3CCCCC3)CC2)cc1,-0.01,-2.4,i
O=C(COC(=O)CNC(=O)C12CC3CC(CC(C3)C1)C2)NC1CCS(=O)(=O)C1 (stereo not given),-0.45,0.3,i
CCOc1ccc(NC(=O)NCc2ccccn2)cc1,1.15,-1.0,i
Cc1csc(NC(=O)c2cnccn2)n1,-0.56,0.7,i
NC(=O)C1CCN(CCC(=O)Nc2ccc3c(c2)CCC3)CC1,-0.46,5.5,i
COc1ccc(CC(=O)NC(C)c2nnc(SCC(=O)c3ccc(Br)cc3)n2C)cc1 (stereo not given),-0.72,-1.0,i
O=C1Nc2ccccc2C1(O)Cc1ccccn1 (stereo not given),2.81,-1.3,i
CCOc1ccccc1N1CCN(C(=O)c2ccc(NS(=O)(=O)c3ccc4[nH]c(=O)[nH]c4c3)cc2)CC1,-0.38,-1.5,i
CCn1cc([N+](=O)[O-])c(C(=O)N2N=C(c3cccc4ccccc34)CC2c2ccccc2O)n1 (stereo not given),1.65,0.8,i
CCCc1ccc(OCc2ccc(C(=O)OC)o2)c(OC)c1,1.32,-1.2,i
O=Cc1cnc(N2CCOCC2)nc1,1,-1.8,i
COC(=O)CCNC(=O)c1nn(Cc2ccccc2)c(=O)c2ccccc12,0.12,0.5,i
CCC(CC)c1nnc(NC(=O)CCCN2C(=O)c3ccccc3C2=O)s1,-0.31,-0.8,i
CC1=C(C(=O)Nc2ccc(C)cc2)C(c2cccs2)NC(=S)N1 (stereo not given),1.01,0.1,i
C(=N\Nc1nccc(-c2cccnc2)n1)/c1ccccc1,-0.63,4.3,i
COc1ccc(CCN(Cc2ccccn2)C(=S)Nc2ccc(C)cc2)cc1OC,0.5,0.8,i
Cc1ccc(N(Cc2ccccc2)C(=O)c2ccc(F)cc2)cc1,-2.91,-0.6,i
CCn1c(CN2CCN(c3ccc(Cl)cc3)CC2)nc2ccccc21,-2.56,-1.3,-5.62*
COc1ccc2[nH]c(=O)c(CN(C(=O)c3ccco3)C3CCCCC3)cc2c1,1.18,-0.9,i
O=C(O)CNC(=S)NCc1ccccc1,1.75,-0.5,i
CCCCCCCCn1c2c(c(=N)c3c1CCC3)CCCC2,-14.8*,-0.3,i
C=CCc1cc(/C=C/c2nc(O)c([N+](=O)[O-])c(=O)[nH]2)cc(OC)c1O,-1.04,0.6,i
CC1=C[C@H]2Cc3cc(C)cc(C)c3S(=O)(=O)[C@@H]2C=C1,0.78,-0.6,i
CCOC(=O)C1(CC2CC2)CCN(Cc2cn[nH]c2-c2ccccc2)CC1,-2.32,-0.5,i
# (list continues)
SMILES,Kir21 inh,STK33 kinase inh,KCNQ2 inh
COc1ccccc1CCNC(=O)c1nc(-c2cccs2)no1,0.63,-0.6,i
COc1ccc([N+](=O)[O-])cc1N(CC(=O)Nc1ccccc1C(=O)NC(C)C)S(C)(=O)=O,-0.55,0.1,i
CC1(C)CC(N2CCN(CCO)CC2)=CC(=S)N1,-0.52,-1.4,i
Cc1nc(N2CCN(Cc3nc4ccccc4[nH]3)CC2)c2oc3ccccc3c2n1,1.57,0.4,i
Cc1ccc(S(=O)(=O)/N=C/c2c(O)ccc3ccccc23)cc1,0.06,-0.3,i
CCOc1ccc(OCCn2nnc3ccccc3c2=O)cc1,2.2,-1.4,i
CCc1ccc[n+](-c2[nH]c(=O)sc2/C=N/NC([S-])=Nc2ccccc2)c1,0.31,-3.8,i
O=C(Nc1ccc(N2CCN(C(=O)c3ccco3)CC2)cc1)c1cccc(F)c1,0.25,-1.4,i
NC(=O)c1ccccc1NC(=O)C1CCCO1 (stereo not given),-1.03,0.3,i
CCOC(=O)C(C)n1nc(C)c2sc3ccccc3c2c1=O (stereo not given),-2.24,-0.2,i
COc1ccc(C(=O)C[n+]2cccc(Br)c2)cc1,-0.2,4.2,i
Cc1ccccc1OCCC(=O)OCC(=O)c1c(N)n(CC(C)C)c(=O)n(C)c1=O,0.06,0.5,i
CC1CC(C)CN(C(=O)CSc2nnc(-c3ccc(Cl)cc3)o2)C1 (stereo not given),0.22,3.4,i
CCN(C(=O)c1ccnc(C(C)(C)C)c1)c1ccccc1,-0.21,-0.7,i
Cc1ccc2nc(-c3ccncc3)cc(C(=O)Nc3ccc4c(c3)OCCO4)c2c1,0.72,-1.9,i
CC(C)NC(=O)c1ccc(Cl)cc1Cl,-0.88,-0.8,i
FC(F)(F)c1cc(-c2cccs2)nc2cc(-c3ccccc3)nn12,-1.62,-0.7,i
Cc1ccc(C(=O)N/C(=C\c2cccs2)C(=O)NCc2cccnc2)cc1,-0.56,-1.2,i
Cc1nnc(NC(=O)CSc2nnc(CC(=O)Nc3ccccc3Cl)n2C)s1,0.2,-1.1,i
COCCCNC(=O)Nc1ccc2c(c1)N(C)C(=O)CS2,0.6,-0.9,i
O=C(c1ccc(Cl)cc1)c1cc(-c2ccccn2)c(N2CCOCC2)s1,2.32,-0.3,i
O=C(Cn1cnc2ccccc2c1=O)Nc1ccc2c(c1)OCO2,1.39,-1.3,i
CCOc1nc(-c2ccccc2)c2cc(C)ccc2n1,0,-1.6,i
O=C(c1c[nH]c2ccccc2c1=O)N1CCCCCC1,0.08,-0.8,i
Oc1ccccc1C(=S)N1CCN(C(=S)c2ccccc2O)CC1,-0.9,-1.5,i

# Arranged by molecular weight (smallest number first): some entries from above
SMILES,Kir21 inh,STK33 kinase inh,KCNQ2 inh
CC1(C)CC(N2CCN(CCO)CC2)=CC(=S)N1,-0.52,-1.4,i
COc1ccccc1CCNC(=O)c1nc(-c2cccs2)no1,0.63,-0.6,i
CC1CC(C)CN(C(=O)CSc2nnc(-c3ccc(Cl)cc3)o2)C1 (stereo not given),0.22,3.4,i
Cc1ccc2nc(-c3ccncc3)cc(C(=O)Nc3ccc4c(c3)OCCO4)c2c1,0.72,-1.9,i

# Remaining list, next part
SMILES,Kir21 inh,STK33 kinase inh,KCNQ2 inh
COC(=O)c1ccc(C(=O)OC)c(NC(=O)N2c3ccccc3Sc3ccccc32)c1,-0.87,0.0,i
COc1ccccc1C1C=C(c2ccc(C)cc2)Nc2nnnn21 (stereo not given),0.96,1.9,i
c1ccc(-n2ncc3c(NCCN4CCOCC4)ncnc32)cc1,-0.28,-0.4,i
COc1ccc(NC(=O)CCc2nnc3ccc(N4CCC(C)CC4)nn23)cc1OC,-1.44,-0.1,i
CN(C)S(=O)(=O)c1ccc(C(=O)Nc2ccccc2SCCC#N)cc1,0.44,-1.5,i
CCn1c(SCC(=O)c2c[nH]c3ccccc23)nc2cc(S(=O)(=O)N3CCOCC3)ccc21,1.15,1.0,i
Cc1ccc(C2C(C(=O)c3cccs3)=C(O)C(=O)N2c2cccc(C)n2)cc1 (stereo not given),-0.34,-0.8,i
Cc1ccc(S(=O)(=O)N2CCSC2c2ccco2)cc1 (stereo not given),-4.31*,0.0,i
COc1cc(OC)cc(C(=O)NCc2ccc(-n3cccc3)cc2)c1,-0.67,-0.4,i
CC(=O)Nc1ccc(S(=O)(=O)N2CCN(c3cc4c(cc3[N+](=O)[O-])n(C)c(=O)n4C)CC2)cc1,-0.88,-2.4,i
COc1ccccc1CNC(=O)CN(Cc1ccc(Cl)cc1)S(C)(=O)=O,-1.74,-1.5,-5.88*
CCOC(=O)c1cn(Cc2ccc(C)cc2)c2cc(F)ccc2c1=O,-0.5,-1.0,i
COc1ccc(NC(=O)CSc2nnc(NC(=O)C3CCC3)s2)c(OC)c1,0.13,-1.6,i

# Filtered by structure: the compounds so far with a cyano group.
SMILES,Kir21 inh,STK33 kinase inh,KCNQ2 inh
COc1cccc(-c2noc(N)c2C#N)c1,-0.01,2.5,i
N#Cc1c(SCC(=O)O)nc(-c2ccccc2)c2c1CCCC2,0.63,3.1,i
CN(C)S(=O)(=O)c1ccc(C(=O)Nc2ccccc2SCCC#N)cc1,0.44,-1.5,i

# Bioassay records (PubChem BioAssay)
